# Screens deposited in PubChem BioAssay by National Center for Advancing Translational Sciences (NCATS).
# FBPA coupling cs: inhibits coupling enzyme system, counter-screen for aldolase hits; coupling enzyme system counterscreen, AmpLite Red fluorescence; activity change, negative = inhibition, % at 58.2 µM, hits read low; hit rate 0.67% among 290,000; AID 2472; in the data active = activity change below about -30%; also: % is scaled to controls: 0 for no effect and ±100 for the full control effect
#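 Activity here indicates interference with the coupling reaction, not aldolase inhibition. Compounds at 57.5 uM final met coupling enzymes for 10 min at RT; substrate and AmpLite Red detection followed, with a 525/598 nm fluorescence read after 20 min.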
# KCNH2 WT inh: KCNH2 (human, wildtype) channel inhibition | Q12809 | U2OS, BacMam KCNH2, thallium flux FluxOr; hits give low values | activity change, % at 1.84 µM | hit rate 0.37% among 340,000 | AID 720551;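 active = maximum activity change below -70%; inconclusive = maximum activity change between -70% and -50%; inactive = maximum activity change above -50%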; also: % is scaled to controls: 0 for no effect and ±100 for the full control effect
#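 U2OS cells were transduced with wild-type KCNH2 virus (2.03 x 10^8 / mL) for 4 h at room temperature, then cultured overnight at 37 C. Thallium flux was read with FluxOr dye. Rate constants were normalized to DMSO controls.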
# Giardia kill: Giardia lamblia killing | Giardia lamblia trophozoite viability | activity change, % at 7.66 µM, hits read low | hit rate 0.15% among 340,000; in the data active = activity change below about -80%; inconclusive = between about -30% and that limit;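 also: parasites exposed to compound for two days anaerobically before the ATP read; % is scaled to controls: 0 for no effect and ±100 for the full control effect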
#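 ATP-content bioluminescence gauges trophozoite survival. Cells (100/well) receive compound and incubate anaerobically for 48 hrs at 37 deg C; detection reagent follows for 15-30 min at room temperature.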
# PKM2 act: activators of human pyruvate kinase M2 | Potency, µM (titrated, usually from 57.5 µM), for the others: top-dose activation, actives largely listed as activators | AID 1631 | P14618 | purified PKM2, Kinase-Glo ATP luminescence, activation; response scale: 0% is enzyme alone, no compound | hit rate 0.34% among 260,000; also: potency is read from the fitted curve at half-maximal effect; % is scaled to controls: 0 for no effect and ±100 for the full control effect; nearly all actives have a fitted effect of over 55% in size
#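 Purified hPK-M2 (>95% pure) converted ADP (0.1 mM final) to ATP with 0.5 mM PEP in 50 mM imidazole pH7.2, KCl, MgCl2, Tween 20, BSA; 1 h at room temperature. ATP detected by Kinase-Glo luminescence.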
# TRPV1 agonist: agonists of human vanilloid receptor 1 (TRPV1); activation, % at 8.33 µM; hit rate 0.19% among 320,000; Q8NER1; TRPV1-expressing cells, Fluo-8 calcium influx, agonist mode; AID 540275; in the data active = activation above about 80%; inconclusive = between about 30% and that limit; also: 0% is about no effect
#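 TRPV1-expressing cells were cultured overnight at 35.5C and loaded with Fluo-8 calcium dye for 40 to 90 min at room temperature. After a 10 s baseline, compound was added and calcium influx was read kinetically for 3 min (ex 480/em 520 nm).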
# B2AR arrestin: beta2AR (human) beta-arrestin recruitment activity | P07550 | beta-arrestin recruitment to beta2AR, cell-based reporter | Potency, µM (highest dose often 46.1 µM), for the others: top-dose activation, actives largely listed as activators | hit rate 0.02% among 330,000 | AID 492947;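 also: potency is read from the fitted curve at half-maximal effect; 0% = DMSO controls and full agonism = EC100 isoproterenol or metaproterenol; nearly all actives have a fitted effect of over 65% in size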
# GALK inh: galactokinase (human) inhibition. Potency, µM (titrated, usually from 57.5 µM), for inactives: at the highest dose activity change, negative = inhibition, usual class: inhibitors. P51570. hit rate 0.007% among 270,000. Purified GALK, Kinase-Glo residual ATP luminescence; also: potency is read from the fitted curve at half-maximal effect; % is scaled to controls: 0 for no effect and ±100 for the full control effect
#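 Quantitative HTS: GALK 5 nM, ATP 35 uM, galactose 100 uM, 1 h room temperature, then luciferase-based ATP detection.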
# KCNH2 3.1 block: blocks the human KCNH2 3.1 channel isoform; activity change, % (tested at about 1.8 µM); U2OS KCNH2 3.1, thallium flux FluxOr; hits give low values; AID 720553; hit rate 0.95% among 340,000;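 active = maximum activity change below -70%; inconclusive = maximum activity change from -70% to -50%; inactive = maximum activity change above -50%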;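 also: thallium influx rate constant from kinetic fluorescence after stimulation buffer; % is scaled to controls: 0 for no effect and ±100 for the full control effect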
#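 Steps: virus added to U2OS suspension (4 h, RT, dark); medium with 10% FBS added, cells plated, 37 C overnight; FluxOr/Red40 loading buffer 45 min RT; stimulation buffer, 2 min kinetic read; rate constant normalized.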
# Menin-MLL TR inh: menin-MLL binding inhibition, Texas Red mutant peptide; Menin + Texas Red MLL mutant peptide, fluorescence polarization; Potency, µM (top dose mostly 61.6 µM), for the others: at the top dose FP activity change, negative = inhibition, actives largely listed as inhibitors; hit rate 0.23% among 270,000; active = well fitted inhibition curve with a large enough effect in the polarisation, with a control signal flat, not every such curve was filed as active; inconclusive = small, poorly fitted or top-dose-only effect, or effect the other way, or a change in a side signal; inactive = no such curve, though single readings can be large or run the other way; the % refers to the polarisation; also: potency is read from the fitted curve at half-maximal effect; % of control where 0% means no effect; many of its hits are not listed in these tables
# USP2a inh: USP2a (human) protease inhibition. O75604. USP2 core, Ub-CHOP2 coupled fluorogenic reporter, 485/531. Potency, µM (doses to about 38.3 µM), without a hit: at the top dose activity change, negative = inhibition, actives largely listed as inhibitors. hit rate 0.01% among 330,000. AID 463254;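 also: potency is read from the fitted curve at half-maximal effect; plate controls were DMSO wells for no effect and full inhibition by NEM control for full effect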
#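 Cell-free coupled assay: 10nM USP2 core preincubated 30min RT with compound in Tris-HCl pH 8.0/CaCl2/CHAPS buffer, then 25nM Ub-CHOP2 and 25nM reporter substrate; fluorescence (Ex 485/Em 531) read after 60min RT, normalized to NEM inhibition, concentration-response curves fitted.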
# CXXC DNA block: MLL CXXC-DNA interaction inhibition. MLL-CXXC / FITC-HOXA9 DNA fluorescence polarization. Potency, µM (doses to about 115 µM), without a hit: top-dose activity change, negative = inhibition, usual class: inhibitors. AID 2662. hit rate 0.037% among 290,000; active = well fitted inhibition curve with a large enough effect in the polarisation, with a control signal flat, not every such curve was filed as active; inconclusive = small, poorly fitted or top-dose-only effect, or effect the other way, or a change in a side signal; inactive = no such curve, though single readings can be large or run the other way; the % refers to the polarisation; also: potency is read from the fitted curve at half-maximal effect
# Target sequence (Q03164 whole entry, looked up): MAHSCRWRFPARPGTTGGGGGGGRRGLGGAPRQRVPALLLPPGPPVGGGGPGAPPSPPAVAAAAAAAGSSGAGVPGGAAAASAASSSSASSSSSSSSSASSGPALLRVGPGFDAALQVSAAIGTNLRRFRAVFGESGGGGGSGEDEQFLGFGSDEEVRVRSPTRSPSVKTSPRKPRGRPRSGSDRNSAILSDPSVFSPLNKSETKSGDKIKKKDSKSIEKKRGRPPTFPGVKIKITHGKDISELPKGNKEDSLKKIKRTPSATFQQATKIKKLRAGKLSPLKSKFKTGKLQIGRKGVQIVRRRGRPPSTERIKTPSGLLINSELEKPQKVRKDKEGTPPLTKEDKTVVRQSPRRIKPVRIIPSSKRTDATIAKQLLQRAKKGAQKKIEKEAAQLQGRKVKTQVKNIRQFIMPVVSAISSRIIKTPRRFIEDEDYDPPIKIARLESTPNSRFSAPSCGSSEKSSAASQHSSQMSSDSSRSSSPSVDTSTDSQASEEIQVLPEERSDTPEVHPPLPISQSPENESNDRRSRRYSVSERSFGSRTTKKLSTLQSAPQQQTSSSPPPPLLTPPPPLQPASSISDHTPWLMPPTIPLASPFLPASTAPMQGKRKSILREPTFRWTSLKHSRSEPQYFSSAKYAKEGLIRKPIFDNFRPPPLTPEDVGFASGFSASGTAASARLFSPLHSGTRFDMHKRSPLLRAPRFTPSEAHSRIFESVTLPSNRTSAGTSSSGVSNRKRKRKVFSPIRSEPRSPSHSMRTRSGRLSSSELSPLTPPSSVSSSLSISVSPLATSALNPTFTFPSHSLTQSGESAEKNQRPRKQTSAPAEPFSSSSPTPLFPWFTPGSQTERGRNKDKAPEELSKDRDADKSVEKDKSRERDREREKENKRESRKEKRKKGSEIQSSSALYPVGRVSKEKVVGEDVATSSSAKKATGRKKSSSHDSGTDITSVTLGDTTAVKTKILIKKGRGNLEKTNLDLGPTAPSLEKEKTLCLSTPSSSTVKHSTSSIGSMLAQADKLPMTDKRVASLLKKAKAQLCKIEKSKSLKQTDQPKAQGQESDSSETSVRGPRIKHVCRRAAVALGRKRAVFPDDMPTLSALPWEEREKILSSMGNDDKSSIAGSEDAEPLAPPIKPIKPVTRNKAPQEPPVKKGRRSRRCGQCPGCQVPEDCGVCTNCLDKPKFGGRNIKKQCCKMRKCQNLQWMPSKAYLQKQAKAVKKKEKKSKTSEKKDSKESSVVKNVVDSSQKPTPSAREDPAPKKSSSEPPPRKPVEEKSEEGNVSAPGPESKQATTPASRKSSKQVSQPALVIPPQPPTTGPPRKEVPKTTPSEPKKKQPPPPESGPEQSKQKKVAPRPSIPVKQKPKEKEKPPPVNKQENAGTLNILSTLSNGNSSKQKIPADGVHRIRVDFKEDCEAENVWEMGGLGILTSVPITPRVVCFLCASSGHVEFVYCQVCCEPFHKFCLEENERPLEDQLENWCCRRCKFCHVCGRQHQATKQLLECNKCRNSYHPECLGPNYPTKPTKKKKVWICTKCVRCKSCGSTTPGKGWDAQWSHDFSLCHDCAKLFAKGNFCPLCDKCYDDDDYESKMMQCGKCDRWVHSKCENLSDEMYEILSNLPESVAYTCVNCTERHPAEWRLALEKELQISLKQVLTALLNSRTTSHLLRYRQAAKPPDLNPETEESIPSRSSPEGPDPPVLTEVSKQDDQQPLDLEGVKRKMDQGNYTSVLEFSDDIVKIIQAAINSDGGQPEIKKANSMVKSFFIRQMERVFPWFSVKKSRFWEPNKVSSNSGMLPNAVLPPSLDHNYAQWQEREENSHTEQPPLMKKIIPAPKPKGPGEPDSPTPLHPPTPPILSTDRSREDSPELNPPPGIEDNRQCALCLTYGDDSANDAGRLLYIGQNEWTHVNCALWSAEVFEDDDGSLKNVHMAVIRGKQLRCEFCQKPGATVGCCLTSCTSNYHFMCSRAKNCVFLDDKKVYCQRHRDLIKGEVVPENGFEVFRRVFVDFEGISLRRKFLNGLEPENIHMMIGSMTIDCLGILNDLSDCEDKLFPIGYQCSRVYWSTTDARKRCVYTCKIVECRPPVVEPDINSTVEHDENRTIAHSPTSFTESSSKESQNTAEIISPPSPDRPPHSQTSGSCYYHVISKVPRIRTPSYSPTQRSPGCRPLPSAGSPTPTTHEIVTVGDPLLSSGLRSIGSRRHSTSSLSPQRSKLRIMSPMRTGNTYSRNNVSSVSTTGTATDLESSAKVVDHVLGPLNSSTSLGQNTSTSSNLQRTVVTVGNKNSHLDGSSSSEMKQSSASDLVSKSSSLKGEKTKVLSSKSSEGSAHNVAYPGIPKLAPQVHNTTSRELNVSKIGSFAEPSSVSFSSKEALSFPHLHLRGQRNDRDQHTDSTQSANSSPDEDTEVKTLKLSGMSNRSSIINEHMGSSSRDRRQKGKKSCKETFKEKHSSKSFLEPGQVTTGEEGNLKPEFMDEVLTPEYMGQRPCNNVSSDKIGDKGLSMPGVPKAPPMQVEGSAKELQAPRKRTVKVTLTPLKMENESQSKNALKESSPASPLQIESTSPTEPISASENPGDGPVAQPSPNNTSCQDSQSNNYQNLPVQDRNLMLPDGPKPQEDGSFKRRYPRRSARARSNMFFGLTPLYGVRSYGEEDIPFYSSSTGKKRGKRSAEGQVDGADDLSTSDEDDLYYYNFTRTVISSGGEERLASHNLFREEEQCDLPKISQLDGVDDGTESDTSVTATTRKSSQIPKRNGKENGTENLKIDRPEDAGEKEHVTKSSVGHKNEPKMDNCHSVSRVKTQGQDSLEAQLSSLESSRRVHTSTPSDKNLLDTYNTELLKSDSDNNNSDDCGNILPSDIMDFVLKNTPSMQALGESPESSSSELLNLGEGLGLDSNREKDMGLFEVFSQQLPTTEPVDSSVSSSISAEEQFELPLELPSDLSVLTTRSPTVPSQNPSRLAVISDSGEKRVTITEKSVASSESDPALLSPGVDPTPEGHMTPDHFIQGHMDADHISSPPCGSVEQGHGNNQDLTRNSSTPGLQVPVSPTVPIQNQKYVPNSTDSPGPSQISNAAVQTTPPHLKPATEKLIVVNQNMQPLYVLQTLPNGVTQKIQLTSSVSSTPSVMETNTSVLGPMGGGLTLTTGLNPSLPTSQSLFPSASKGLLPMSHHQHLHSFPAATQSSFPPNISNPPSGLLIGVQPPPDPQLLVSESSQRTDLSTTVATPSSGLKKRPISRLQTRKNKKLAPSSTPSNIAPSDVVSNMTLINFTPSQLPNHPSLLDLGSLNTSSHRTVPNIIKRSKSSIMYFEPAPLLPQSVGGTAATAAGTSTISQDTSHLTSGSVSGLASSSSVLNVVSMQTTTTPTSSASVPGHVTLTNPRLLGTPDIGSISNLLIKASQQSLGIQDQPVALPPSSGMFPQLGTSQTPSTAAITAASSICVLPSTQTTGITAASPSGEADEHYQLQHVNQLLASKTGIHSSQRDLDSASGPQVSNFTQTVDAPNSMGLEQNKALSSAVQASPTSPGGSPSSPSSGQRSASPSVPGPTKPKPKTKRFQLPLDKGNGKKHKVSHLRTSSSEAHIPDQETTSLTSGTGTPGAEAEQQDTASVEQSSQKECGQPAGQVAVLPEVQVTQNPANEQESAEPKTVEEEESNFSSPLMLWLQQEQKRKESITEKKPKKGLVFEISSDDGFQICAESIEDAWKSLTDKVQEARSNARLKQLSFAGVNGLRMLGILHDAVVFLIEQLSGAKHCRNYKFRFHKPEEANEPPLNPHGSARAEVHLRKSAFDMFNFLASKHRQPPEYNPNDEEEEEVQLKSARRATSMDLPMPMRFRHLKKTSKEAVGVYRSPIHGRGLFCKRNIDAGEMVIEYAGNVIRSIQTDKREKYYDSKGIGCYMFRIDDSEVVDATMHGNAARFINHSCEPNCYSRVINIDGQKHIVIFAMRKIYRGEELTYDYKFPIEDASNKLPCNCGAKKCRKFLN
#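 Fluorescence polarization: 7 uM MLL-CXXC (stock) preincubated 5 min with compounds, then 50 nM fluorescein-HOX-A9 DNA (stock) added; 30 min ambient. Buffer 50 mM Tris-HCl pH 7.5, 50 mM NaCl, 1 mM DTT, 0.05% BSA.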
# Active calls of the source: *; ? = inconclusive; · = not tested or not shown; [ ] = dose if it differs, or a comment. Unless noted, calls follow the shape of the dose curve; as a rule, active = well fitted curve in the direction sought with a large enough effect; inconclusive = small, poorly fitted or top-dose-only effect, or another doubt; inactive = no such curve, though single readings can be large; an effect the other way counts as inactive or inconclusive. These rows are one share of the data; the hit share may differ from the screen's.
SMILES,FBPA coupling cs,KCNH2 WT inh,Giardia kill,PKM2 act,TRPV1 agonist,B2AR arrestin,GALK inh,KCNH2 3.1 block,Menin-MLL TR inh,USP2a inh,CXXC DNA block
CCOc1cc(/C=N/Nc2ccccc2Cl)ccc1OCC(=O)O,4,-8,7,-3%,-3,0.3%,·,15,?,0%,-1%
C=CCN1C(=O)c2ccc(C(=O)OCC(=O)Nc3ccccc3OC)cc2C1=O,·,2,0,·,3,-0.2%,·,-17,·,0%,·
CC(=O)Nc1ccc(NC(=O)c2ccc(CSc3ccccc3)o2)cc1,1,-2,-14,-1%,4,-0.2%,0%,-2,?,10%,-1%
Cc1ccc(NC(=O)CN2CCc3cc4c(cc3C2)OCCCO4)cc1C,·,1,-8,·,24,0.2%,-6%,14,·,1%,5%
O=C(O)c1ccc2c(=O)n3c(nc2c1)/C(=C/c1ccc(Cl)c(Cl)c1)CC3,4,-1,-7,·,-2,-0.5%,-3%,17,35%[activator],2%,4%
COc1ccc(CCNC(=O)COC(=O)C2CCCCC2)cc1,5,-2,-2,-3%,9,0.1%,-3%,9,-6%,1%,1%
COC(=O)c1c(SCC(=O)Nc2ccc(C)c(C)c2)nc(=O)[nH]c1C,6,2,-18,-1%,0,-0.2%,-2%,1,·,0%,1%
Nc1[nH]c(N=NC(=O)c2ccc(F)cc2)c2ccccc12,2,-3,0,-5%,12,-0.2%,0%,8,-17%,1%,0%
CCOC(=O)c1ccc2ncc(C(=O)OCC)c(NCCN3CCOCC3)c2c1,-3,20,0,6%,13,-0.1%,-1%,0,?,-1%,-2%
O=C(CSc1cccc[n+]1[O-])Nc1cc(S(=O)(=O)N2CCOCC2)ccc1N1CCOCC1,1,0,-1,-2%,-4,-0.4%,4%,2,-20%,-1%,14%
CC(C)=CC(=O)Nc1ccc(Br)cc1,-9,-20,-1,2%,?,0.3%,-1%,-18,17%,2%,2%
O=C(Nc1ccccc1)Nc1ccccc1C(=O)NCc1ccco1,-3,1,17,-10%,-18,0.5%,0%,-1,30%[activator],2%,-1%
CN(C)CC(C)(C)CNCc1cc(=O)oc2ccc3ccccc3c12,0,-7,0,3%,0,-0.2%,-3%,0,8%,2%,-2%
O=C(CCl)Nc1cn(-c2ccccc2)nc1-c1ccccc1,1,·,-16,-1%,10,0.0%,1%,4,16%,1%,4%
CCN(CC)CC(C)OC(=O)COc1ccc(OC)cc1 (stereo unspecified),3,1,4,19%,2,-0.6%,1%,1,2%,7%,7%
Cn1c(O)c(/C=N/Nc2ccccc2)c(=O)n(C)c1=O,-1,-8,-12,·,-2,0.1%,1%,24,-2%,-1%,-3%
CCCCCCC[C@H](N)[C@H](O)C(=O)N(C)[C@@H](CCS(C)=O)C(=O)N[C@@H](Cc1ccc(O)cc1)C(=O)N[C@@H](Cc1ccc(O)cc1)C(=O)O (stereo partly specified),4,10,13,7%,0,0.2%,-1%,-25,·,0%,-4%
COc1cccc(-c2nnc(SCc3nc4ccccc4[nH]3)n2N)c1,-1,-1,-15,7%,2,·,-1%,-3,-2%,·,-6%
CSc1nc(=NC(C)=O)ss1,4,-3,6,-18%,-22,-1.4%,0%,10,-7%,-1%,2%
COc1ccccc1C(C)NC(=O)Cc1ccsc1 (stereo unspecified),1,-10,9,·,1,-0.4%,0%,13,-14%,2%,30%
COc1ccc2cc(CN(Cc3cccs3)Cc3nnnn3Cc3ccccc3)c(=O)[nH]c2c1,-5,17,6,0%,-1,-0.4%,-2%,-27,-4%,-1%,1%
COC(=O)c1cn(-c2ccccc2)nc1-c1cccnc1,3,-1,-21,1%,3,0.4%,2%,-8,-6%,2%,-5%
C/C(=N\Nc1nc(-c2ccc(C)cc2C)cs1)c1cc2ccccc2oc1=O,-5,10,-23,-6%,3,1.2%,1%,-19,?,0%,15%
CCOCCCNC(c1ccccc1)c1ccncc1 (stereo unspecified),-2,-7,17,0%,1,-1.1%,-2%,-7,-26%,1%,-14%
Cn1c(N)c(C(=O)COC(=O)/C=C/c2ccccc2Cl)c(=O)n(C)c1=O,·,-6,13,·,0,-3.6%,·,-31,·,-1%,·

# Further structures.
SMILES,FBPA coupling cs,KCNH2 WT inh,Giardia kill,PKM2 act,TRPV1 agonist,B2AR arrestin,GALK inh,KCNH2 3.1 block,Menin-MLL TR inh,USP2a inh,CXXC DNA block
CCNC(=O)NC(=O)C(C)N1C(=O)NC(c2ccccc2)(c2ccccc2)C1=O (stereo unspecified),-1,4,2,-5%,-1,-0.1%,-2%,-21,-8%,0%,5%
O=C(N/N=C/C1CC2CCC1C2)c1ccc2c(c1)OCO2 (stereo unspecified),4,-7,-1,5%,?,-0.1%,1%,10,-1%,3%,2%
CC(C)(C)c1nc(S(=O)(=O)c2ccc(Cl)cc2)c(N2CCOCC2)o1,2,-4,-15,7%,1,-0.2%,-1%,-2,6%,2%,-7%
O=C(CNC(=O)c1ccccc1Cl)NCCc1cccs1,·,-1,20,·,·,-0.3%,·,-11,·,2%,·
O=c1c2cc(N3CCOCC3)ccc2[nH]c(=S)n1Cc1ccccc1Cl,-10,9,-4,-7%,-5,0.0%,-1%,-12,?,-10%,5%
CC(C(=O)NC1CCCC1)N(C(=O)c1ccc(-c2ccccc2)[nH]1)c1ccccc1F (stereo unspecified),-1,-7,-4,-3%,28,-0.7%,-3%,-6,?,-1%,2%
O=C(NCc1ccon1)c1ccc(OC2CCN(CCc3ccccc3)CC2)cc1,-1,42,-18,0%,1,0.0%,11%,-1,-16%,2%,-2%
COc1ccc(CCNC(=O)c2cccc(S(=O)(=O)N3CCCC3)c2)cc1,·,-11,-2,·,-1,-0.4%,·,10,·,4%,·
O=[n+]1c2c(n([O-])c3cc(Br)ccc31)CCC2,-5,4,?,24%,1,0.0%,13%,9,1%,-1%,-5%
CC(C)c1ccc(NC(=O)COC(=O)C2CCCCC2)cc1,·,-11,6,·,25,-0.1%,·,24,·,-3%,·
O=C(COc1cc2oc(=O)c3c(c2cc1Cl)CCC3)NCc1ccncc1,·,24,10,·,3,0.5%,0%,-27,·,-1%,2%
CCCOc1ccc(/C(O)=C2/C(=O)C(=O)N(CCN(C)C)C2c2ccc(O)c(OC)c2)cc1 (stereo unspecified),-1,-2,-12,-3%,-1,-0.5%,-1%,3,2%,0%,10%
O=C(CNC(=O)c1ccc(S(=O)(=O)N2CCCC2)cc1)N/N=C/c1ccccc1,3,0,14,5%,-1,-0.4%,1%,3,5%,4%,-4%
CC1(C)CC2CC(C)(CN2C(=O)COC(=O)c2ccc(O)cc2O)C1 (stereo unspecified),·,-3,-17,·,·,-0.1%,·,3,·,-3%,·
O=C(Nc1ccnn1C1CCN(Cc2ccc(OC(F)F)cc2)CC1)C1CCCC1,·,-102*,-23,1%,17,-0.3%,3%,-83*,·,-2%,1%
Cc1cccc(-n2c(C)cc(C(=O)NC3CCCCC3)c2C)c1,-22,15,-3,3%,?,2.5%,-1%,7,-22%,-2%,6%
Cc1nnc(NCc2ccco2)c2ccccc12,2,5,1,-3%,1,-0.2%,8%,2,-8%,1%,-10%
COc1ccc(CN2C(=O)NC3(CCCCCC3)C2=O)cc1F,4,4,-4,2%,11,-0.3%,-3%,-3,-6%,1%,14%
COc1ccc(C(OCC(O)CN(C)C2CCCCC2)c2ccc(OC)cc2)cc1 (stereo unspecified),0,0,-22,·,4,-0.8%,2%,-44,?,0%,-5%
CN(CC(=O)Nc1cccc(F)c1)CC(=O)Nc1ccc(Cl)cc1[N+](=O)[O-],2,10,13,6%,2,-0.5%,1%,8,19%,7%,-4%
Cc1c(N(C)C)nc2ccccc2c1N,-1,4,21,-3%,-7,0.1%,3%,19,17%,4%,-3%
COc1cccc(N2CCN(c3ccc4nnc(CCC(=O)Nc5ccc(OC)c(OC)c5)n4n3)CC2)c1,-3,-24,16,-13%[0.46 µM],2,-0.6%,0%,15,1%,0%,10%
Clc1ccccc1Cc1noc(CN2CCCCC2c2ccccn2)n1 (stereo unspecified),1,0,7,-4%,-1,-0.9%,-1%,3,-2%,0%,7%
O=C(NCC1CC1)c1ccc2c(c1)S(=O)(=O)c1cc(Cl)ccc1C2=O,·,1,2,·,11,0.4%,·,-6,·,-1%,·
Clc1ccc(-c2nnc(CSc3nnc(-c4cccs4)o3)o2)cc1,2,-10,14,3%,11,-0.8%,-1%,·,-19%,0%,6%
Cc1nc2ccc(S(=O)(=O)NCC(=O)N3CCN(c4ccccn4)CC3)cc2s1,1,6,0,11%,-1,0.1%,0%,8,9%,1%,10%
